# Screening results as filed in PubChem.
# PMI act satM6P = activators of human phosphomannose isomerase at near-saturating mannose 6-phosphate; activation factor at 20 µM; coupled PMI enzyme assay, resazurin fluorescence, 20 min; stronger effect = higher value; 1 = untreated enzyme, 0 = substrate-free blank; hit rate 0.34% among 190,000; P34949; AID 1216;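 active means activation factor of 2 or more at 20 µM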
# Target sequence (P34949 whole entry, looked up): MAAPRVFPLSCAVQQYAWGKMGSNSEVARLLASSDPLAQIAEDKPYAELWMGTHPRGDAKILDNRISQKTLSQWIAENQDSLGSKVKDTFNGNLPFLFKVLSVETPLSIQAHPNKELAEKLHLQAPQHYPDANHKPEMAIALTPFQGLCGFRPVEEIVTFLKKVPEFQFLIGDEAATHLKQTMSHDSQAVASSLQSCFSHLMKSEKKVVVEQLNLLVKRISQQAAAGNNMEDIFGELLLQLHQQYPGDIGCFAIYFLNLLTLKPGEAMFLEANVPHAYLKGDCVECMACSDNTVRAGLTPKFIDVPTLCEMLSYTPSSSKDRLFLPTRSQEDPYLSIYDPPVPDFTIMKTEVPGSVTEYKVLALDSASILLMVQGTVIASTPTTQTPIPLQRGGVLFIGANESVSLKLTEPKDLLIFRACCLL
#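 Test system: human phosphomannose isomerase with PGI, G6PDH, diaphorase coupling enzymes / Doses: 20 µM compound, 1% DMSO / Times: enzyme reaction with compound 20 min at room temperature / Measured by: Diaphorase-driven resazurin-to-resorufin fluorescence, excitation 544, emission 590 nm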
# TNAP inh hi DEA = TNAP (human) inhibition, high acceptor; P05186; purified TNAP, CDP-star luminescence, 1 M DEA; inhibition, % at 20 µM; hit rate 0.03% among 200,000;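 active means over 50% inhibition of tissue-nonspecific alkaline phosphatase at 20 µM in the single-dose screen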;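 further: plate controls were DMSO wells for no effect and EDTA-quenched wells as full inhibition for full effect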
# Target sequence (P05186 whole entry, looked up): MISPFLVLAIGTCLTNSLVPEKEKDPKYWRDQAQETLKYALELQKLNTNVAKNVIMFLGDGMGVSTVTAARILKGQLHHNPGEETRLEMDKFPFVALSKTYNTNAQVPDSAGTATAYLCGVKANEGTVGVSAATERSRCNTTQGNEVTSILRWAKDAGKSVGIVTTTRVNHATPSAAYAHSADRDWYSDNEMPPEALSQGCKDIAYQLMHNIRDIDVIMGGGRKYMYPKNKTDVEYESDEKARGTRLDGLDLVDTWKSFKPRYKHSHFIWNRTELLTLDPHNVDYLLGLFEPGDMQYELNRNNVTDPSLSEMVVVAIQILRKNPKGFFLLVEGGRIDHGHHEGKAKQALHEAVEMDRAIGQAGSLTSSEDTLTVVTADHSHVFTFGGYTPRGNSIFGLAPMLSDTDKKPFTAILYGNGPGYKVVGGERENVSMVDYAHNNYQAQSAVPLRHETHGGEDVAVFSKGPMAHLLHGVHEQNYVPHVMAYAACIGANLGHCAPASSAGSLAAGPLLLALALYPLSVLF
# bIAP act = intestinal alkaline phosphatase (bovine) activation | purified bovine IAP, CDP-star luminescence, 30 min; stronger effect = higher value; fold of DMSO-control signal, blank-subtracted | activation factor at 20 µM | hit rate 0.17% among 200,000 | AID 1016;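 active means activation factor of 2 or more at 20 µM, a signal rise over negative controls twice the positive control's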
# TNAP act hiacc = TNAP (human) activation, high acceptor; activation factor at 20 µM; P05186; AID 1136; purified TNAP, CDP-star luminescence, 1 M DEA, 30 min; stronger effect = higher value; 0 = EDTA background, 1 = DMSO-only activity; 200,000 tested, under 10 active;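 active means activation factor at least 2 at 20 µM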
#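 Control set: EDTA negative control, DMSO positive control / Assay system: human TNAP / Quantity: TNAP 1/800 final / Evaluation: TNAP activation factor scaled between EDTA and DMSO control wells / Measured by: luminescent substrate turnover signal / Compound dosing: one dose, 20 µM / Times: 30 min enzyme reaction at room temperature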
# TNAP inh no acc = inhibitors of human TNAP without phosphate acceptor; P05186; purified TNAP, CDP-star luminescence, 30 min; inhibition, % at 20 µM; hit rate 0.26% among 200,000; AID 1012;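 active means tissue-nonspecific alkaline phosphatase inhibition above about 50% at 20 µM in the single-dose screen, limit read from the data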;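 further: 0% = DMSO negative control and 100% = EDTA positive control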
# NF-kB expr up = raises NF-kB expression in human neuronal cells. NF-kB reporter expression; stronger effect = higher value. fold change at 12.5 µM. hit rate 1.6% among 190,000. AID 1239; in the data active means fold change above about 3.3
# FLuc inhib CS = Photinus pyralis luciferase inhibition counter-screen. P08659. ATPLite firefly luciferase biochemical luminescence, 10 min. inhibition, % at 10 µM. hit rate 1.5% among 200,000. AID 1006;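 active means inhibition above about 50% when tested at 10 µM, limit read from the data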
# PMI activator = phosphomannose isomerase (human) activation; purified human PMI, coupled resazurin fluorescence, 20 min; stronger effect = higher value; 1 = vehicle control, 0 substrate-free wells; activation factor at 20 µM; hit rate 0.005% among 190,000; P34949;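 active means activation factor of 2 or more at 20 µM, relative to plate controls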
# APP 5'UTR act = APP 5'UTR luciferase reporter activation; SH-SY5Y APP 5'UTR luciferase reporter, luminescence; zero percent = DMSO vehicle wells; activation, % at 2 µM; hit rate 1% among 190,000; AID 1276;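 active means activation above a set limit, based on mean plus 3 SD of controls, cut at about 140% in these data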; further: values of inactives mirror those of a sister screen read the other way
# FLuc stim CS = firefly luciferase counter-screen for stimulation assays; 200,000 tested, under 10 active; activation factor at 10 µM; AID 1027; ATPlite luciferase biochemical, luminescence, 10 min; 0 = ATP-free wells, 1 = DMSO control;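 active means luciferase activation factor, scaled between plate controls, of at least 2 with compound at 10 µM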
#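 System: Luciferase/luciferin detection reagent, cell-free biochemical luciferase assay | Medium: PBS buffer for ATP | Dosing: Test compounds dosed from 2 mM stocks in 100% DMSO | Timing: 10 min at ambient temperature | Signal: Luminescence measurement of luciferase light output | Evaluation: Luciferase activation, seen as luminescence increase over controls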
# Numbers without * were called inactive.
SMILES,PMI act satM6P,TNAP inh hi DEA,bIAP act,TNAP act hiacc,TNAP inh no acc,NF-kB expr up,FLuc inhib CS,PMI activator,APP 5'UTR act,FLuc stim CS
CN(C)C=NC(=O)c1cc(C(=O)c2ccc(C(C)(C)C)cc2)c[nH]1,1,2,1.1,1,-1,1.3,21,1,171*,0.8
Cc1cccc(C)c1OCC(=O)Nc1cccc(NC(=O)c2ccco2)c1,1,-8,1,1.1,-11,0.76,-4,1.1,-5,1
O=C(c1ccc(N2CCCCC2)c([N+](=O)[O-])c1)N1CCOCC1,1,-2,0.9,1,-10,1.1,-8,1,2,1.1
CCOc1cc(NS(C)(=O)=O)c(OCC)cc1NC(=O)c1cccs1,0.8,-3,0.9,1,-6,0.95,-5,0.9,25,1.1
COc1ccc2c(c1)C1C=CCC1C(c1cc3c(cc1Br)OCO3)N2 (stereo not drawn),0.7,0,1,1,-8,1,-8,0.9,-4,1.1
C[C@@H](C(=O)NCc1ccccc1)[C@H]1C[C@]1(C)[C@H](NC(=O)OCc1ccccc1)c1ccccc1,1,-3,0.8,1,-4,0.42,1,1,-8,1
COC(=O)c1cc(=O)nc2sc(-c3ccc(F)cc3)nn12,0.7,-5,0.9,1,-17,1,-5,0.3,15,1
Cc1ccccc1NC(=O)CCC(=O)N/N=C/c1c[nH]c2ccccc12,1,0,0.9,1,-9,1,-2,1,5,1
CCN1CCN(C(=O)CN(c2cccc(Br)c2)S(=O)(=O)c2ccccc2)CC1,1,-2,1.1,1,-9,0.9,-6,1,12,1.1
Cc1noc(NS(=O)(=O)c2ccc(NC(=O)COc3ccccc3)cc2)c1C,1.1,-6,0.9,1.1,-16,1.2,-4,1,1,1
CCCCn1c(SCC(=O)N2CCCC2)nc2c1c(=O)n(C)c(=O)n2C,1.1,-7,1.1,1.1,-9,0.84,-4,1,15,1
Cc1nc2ccc(NC(=O)c3ccc([N+](=O)[O-])cc3)cc2s1,0.9,2,1,1,-10,1.1,-1,0.9,2,1
O=C1C(=C2CCCCC2)SC(=S)N1Cc1ccco1,1.7,-7,0.6,1.1,-44,1.1,-7,1.6,-20,1.1
O=C(O)C1CCCCC1C(=O)Nc1cnn(Cc2ccccc2)c1 (stereo not drawn),1.1,-2,1.1,1,0,1.2,-2,1.2,2,1
Cc1cccc(NC(=O)CN(C)S(=O)(=O)c2ccc(Br)cc2)n1,1,2,0.9,1,-11,1,-3,1,1,1
Cc1ccccc1NC(=O)CC1SC(=NC2CCCCC2)NC1=O (stereo not drawn),1,-2,0.9,1,-7,1.2,-9,1,-16,1.1
CN(CC(=O)Nc1ccc(Cl)c(C(F)(F)F)c1)C(=O)/C=C/c1ccco1,1.2,6,1,0.9,0,1.1,0,1.1,-8,1
CCSc1oc(-c2cccs2)nc1S(=O)(=O)c1ccccc1,2*,-4,1,1,-10,1.1,-1,1.7,-8,1
CCOC(=O)N1CCN(C(=O)Nc2cccc3ccccc23)CC1,0.5,-5,1,1.1,-11,1.1,-6,0.9,-8,1.1
CCCNC(=O)CSc1nnc(-c2ccccc2Br)n1-c1cccc(C(F)(F)F)c1,1.2,9,1.3,0.9,3,1.6,3,1,-7,1
COC(=O)c1cc(NC(=O)CN(c2ccc3c(c2)OCO3)S(C)(=O)=O)ccc1Cl,0.8,-6,0.9,1.1,-11,0.85,1,0.8,-8,1
N#Cc1ccc(COC(=O)C2CCC(=O)N2)cc1 (stereo not drawn),1,-1,0.9,1,-31,1.1,-4,1.1,4,1
O=C(O)CCCCn1c(SCc2ccccc2Cl)nc2ccsc2c1=O,1.1,-3,1,1,-10,0.95,-4,1.1,11,1
CC1CCN(CCCCOc2ccccc2Br)CC1,1,-2,1.2,1,-8,0.94,-4,1,-12,1
CC(=O)Oc1c(S(=O)(=O)c2ccccc2)c(C)nn1C(C)(C)C,1,-2,1,1,-11,1.2,-11,0.9,-2,1.1
Nc1ccc(NC(=O)c2ccco2)c(Cl)c1,1,-2,0.9,1,-4,1.1,-2,1,7,1
COc1cccc(C(=O)Nc2ccc(NC(=O)c3ccco3)c(Cl)c2)c1,1,-6,1,1.1,-8,1.2,5,1,10,1
CCCCCN1CC(O)=C(c2nc(-c3ccc(Cl)cc3)cs2)C1=N,1.1,-5,0.6,1,-15,1.2,-2,1.1,28,1
COc1cc2c(cc1OC)-c1cc(NC3CCCCCC3)nc(=O)n1CC2,1.1,-5,0.9,1,-14,0.87,-4,1,6,1
COc1ccc(CN2CCNC(=O)C2CC(=O)N2CCCO2)c(OC)c1 (stereo not drawn),0.8,-8,1.1,1.1,-15,1.2,-5,1,7,1
CCCC1(C(=O)O)NC(c2ccc(OC)cc2O)C2C(=O)N(c3ccc(OC)cc3)C(=O)C21 (stereo not drawn),0.8,-5,1.2,1,-25,1,-3,0.9,2,1
Cc1csc(SCC(=O)NCCc2ccc(Cl)cc2)n1,1,-8,0.9,1.1,-11,1.1,-7,1,-4,1.1
Cc1cccc(NC(=O)c2cc(Cl)sc2Cl)c1C,1,3,0.8,1,-2,1.6,-6,0.9,-8,1.1
Cc1c(Br)c(C(F)(F)F)nn1CC(=O)NCC1CCCO1 (stereo not drawn),0.9,-4,0.9,1,-11,1.3,-6,0.9,7,1.1
Cc1occc1C(=O)Nc1nn[nH]n1,1.1,-5,1,1,-6,1.5,-11,1,-6,1.1
Fc1ccccc1C(c1nnnn1Cc1ccc2c(c1)OCO2)N1CCN(Cc2ccco2)CC1 (stereo not drawn),1,-6,1,1.1,-17,1.1,-4,1,2,1
CCOC(=O)c1c(N)nn(C(=O)CC)c1-c1ccccc1,1.1,-2,0.9,1,5,1.5,0,1,-3,1
CN(C)CCN1C(=O)C(=O)/C(=C(/O)c2ccccc2)C1c1ccccc1F (stereo not drawn),0.9,-4,1.1,1,-11,1.3,-4,0.9,15,1
CC(=O)c1ccc(N(C(=O)c2csnn2)C(C(=O)NC(C)(C)C)c2cccs2)cc1 (stereo not drawn),1,-8,1,1.1,-10,1.3,-4,0.9,15,1
Cc1ccc(C2/C(=C(/O)c3ccc(Br)cc3)C(=O)C(=O)N2Cc2ccco2)o1 (stereo not drawn),1.3,-3,1,1,3,1.3,-5,1.3,3,1
CCn1c(C)nc2cc(S(=O)(=O)C(F)(F)F)ccc21,1.1,-1,1,1,-7,1.5,-7,1,19,1.1
O=C(O)C(O)c1ccco1 (stereo not drawn),1.2,0,0.9,1,-3,1.1,0,1.2,-9,1
CC(=O)c1ccc(Nc2nc(=O)c3cccnc3s2)cc1,1,-9,1,1.1,-11,3.9*,2,0.9,-4,1
O=C1/C(=C\c2ccc(-c3ccccc3[N+](=O)[O-])o2)C(c2ccccc2)=NN1c1ccccc1,1,12,1,0.9,20,1.1,-4,1,17,1
CCOC(=O)c1ccccc1NC(=O)CSc1nccn1C,0.9,-2,1.1,1,-7,1.2,-9,0.9,31,1.1
O=c1ccc2ccc(Oc3ccc([N+](=O)[O-])cc3Cl)cc2o1,0.9,-2,1.2,1,-5,1.1,-5,0.9,0,1
O=C(/C=C/c1ccco1)Nc1cccc2cccnc12,0.7,3,1.1,1,-9,1.6,27,1.1,25,0.7
Cc1ccc(Cl)cc1N1CCN(Cc2cc3c(cc2O)CCC3)CC1,0.9,-6,0.6,1.1,-6,1.2,-3,0.9,4,1
CO/N=C/c1ccc(Sc2ccccc2)c([N+](=O)[O-])c1,0.9,-6,0.4,1.1,-8,1.3,-3,0.8,18,1
Clc1ccc(OCCCN2CCCC2)cc1Cl,1,-9,0.9,1.1,-13,0.93,-7,0.9,22,1.1

# New compounds follow.
SMILES,PMI act satM6P,TNAP inh hi DEA,bIAP act,TNAP act hiacc,TNAP inh no acc,NF-kB expr up,FLuc inhib CS,PMI activator,APP 5'UTR act,FLuc stim CS
COc1cc(S(=O)(=O)Nc2ncccc2C)c(OC)cc1Cl,0.9,-1,1.1,1,-10,1.2,-4,0.9,-5,1
Cc1ccc(SCCNC(=O)/C=C/c2ccc([N+](=O)[O-])cc2)cc1,1,-2,0.9,1,-16,1.2,-2,0.9,7,1
CCOC(=O)c1sc(NC(=O)c2cc3n(n2)C(C(F)(F)F)CC(c2ccccc2)N3)c(C(=O)OCC)c1C (stereo not drawn),0.9,-3,0.9,1,-11,1.2,-5,0.8,-7,1.1
O=C(CN1CCN(c2ccccc2)CC1)Nc1ccc(Oc2ccccc2)cc1,1,1,0.9,1,-5,1.1,0,1,-1,1
CCCN1CCN(C(=O)Nc2cccc(C(F)(F)F)c2)CC1,0.9,-8,1.2,1.1,-7,1.5,-2,0.9,6,1
Cc1ccc(NC(=O)C(=O)NCc2ccco2)c(C)c1,1,1,1,1,-4,2,6,1,74,0.9
COc1ccc(CCCc2n[nH]c(=S)o2)c(C)c1,1,-6,1,1.1,0,0.96,1,0.9,-7,1
CCCCCn1c(=O)c(C(=O)OCC)c(O)c2ccccc21,1,-2,1,1,-1,1.5,-9,0.9,1,1.1
CCOC(=O)c1cc2sc(C)cc2n1CC(=O)Nc1ccc2c(c1)OCCO2,0.9,-2,1.2,1,-11,1.2,-2,0.9,17,1
CCc1ccc(C(=O)OCC(=O)NCC(F)(F)F)cc1,1.1,5,1.1,0.9,-5,1.6,2,1.1,18,1

# Reformatted field by field: 3 of the compounds above.
CCOC(=O)c1cc2sc(C)cc2n1CC(=O)Nc1ccc2c(c1)OCCO2
  PMI act satM6P: 0.9; TNAP inh hi DEA: -2; bIAP act: 1.2; TNAP act hiacc: 1; TNAP inh no acc: -11; NF-kB expr up: 1.2; FLuc inhib CS: -2; PMI activator: 0.9; APP 5'UTR act: 17; FLuc stim CS: 1
O=C(CN1CCN(c2ccccc2)CC1)Nc1ccc(Oc2ccccc2)cc1
  PMI act satM6P: 1; TNAP inh hi DEA: 1; bIAP act: 0.9; TNAP act hiacc: 1; TNAP inh no acc: -5; NF-kB expr up: 1.1; FLuc inhib CS: 0; PMI activator: 1; APP 5'UTR act: -1; FLuc stim CS: 1
COc1ccc(CCCc2n[nH]c(=S)o2)c(C)c1
  PMI act satM6P: 1; TNAP inh hi DEA: -6; bIAP act: 1; TNAP act hiacc: 1.1; TNAP inh no acc: 0; NF-kB expr up: 0.96; FLuc inhib CS: 1; PMI activator: 0.9; APP 5'UTR act: -7; FLuc stim CS: 1

# Next compounds.
SMILES,PMI act satM6P,TNAP inh hi DEA,bIAP act,TNAP act hiacc,TNAP inh no acc,NF-kB expr up,FLuc inhib CS,PMI activator,APP 5'UTR act,FLuc stim CS
COc1cccc(C(=O)COC(=O)c2ccc(NC(C)=O)cc2)c1,0.9,-4,1.3,1,-9,1,0,0.9,-4,1
COc1cc(CNc2ccc(N3CCN(C(C)=O)CC3)cc2)ccc1OCc1ccccc1,0.6,2,0.9,1,2,1,7,0.8,7,0.9
C=CCn1c(COc2ccccc2C)nnc1SCC(=O)O,1.2,-5,1,1,-9,1.2,-9,1.1,-8,1.1
Cn1c2c(c3ccccc31)CCSC2=O,1,-2,0.8,1,-9,1.2,-6,1,4,1.1
CCN(CC)C(=O)CSc1nc(-c2ccco2)cc(C(F)(F)F)c1C#N,0.9,-6,0.9,1.1,-7,1,-9,1.1,3,1.1
Cc1nn(CCCC(=O)N2CCc3ccccc3C2)c(=O)c2cc3sccc3n12,0.9,-6,1.1,1.1,12,1,-7,1,-5,1.1
Cc1nccn1-c1ncnc2sc3c(c12)CCCC3,0.9,-3,0.9,1,-7,0.97,-3,1,9,1
